Giardia FBPA inh – qHTS Assay for Inhibitors of Fructose-1,6-bisphosphate Aldolase from Giardia Lamblia | AID 2451, 2010 | Potency, µM (doses to about 59.6 µM), for inactives: at the top dose activity, negative = inhibition, most hits filed as inhibitors | A8B2U2 | purified Giardia FBPA | hit rate 0.71% among 290,000; note: potency is the fitted concentration of half-maximal effect; % is set by controls: 0 for no effect and ±100 for the full control effect; nearly all actives have a fitted effect of over 55% in size
Target sequence (A8B2U2 whole entry, looked up): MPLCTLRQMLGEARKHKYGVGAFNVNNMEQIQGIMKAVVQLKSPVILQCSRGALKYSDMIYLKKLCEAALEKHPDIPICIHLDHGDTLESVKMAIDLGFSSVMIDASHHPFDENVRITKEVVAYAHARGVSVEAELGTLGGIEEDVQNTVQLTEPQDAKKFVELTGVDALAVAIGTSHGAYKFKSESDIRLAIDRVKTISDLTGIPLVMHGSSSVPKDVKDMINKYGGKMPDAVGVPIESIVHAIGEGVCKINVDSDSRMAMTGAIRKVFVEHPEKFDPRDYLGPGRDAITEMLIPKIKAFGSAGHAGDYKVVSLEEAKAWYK
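40 nM FBPA preincubated 10 min at RT with compound (up to 57.5 uM final), then substrate plus GAPDH/TPI/NAD/arsenate coupling and diaphorase/resazurin added. Fluorescence read after 20 min at RT, 525/598 nm.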
CHX counter – Cycloheximide Counterscreen for Small Molecule Inhibitors of Shiga Toxin; cell reporter, cycloheximide protein synthesis inhibition counterscreen; max response, %; hit rate 12% among 300,000; in the data active = max response mostly above about 13%, no sharp cut-off; inactive = mostly below about 14%; note: read at 38.3 µM for the half of the compounds with a filed dose; 0% is about no effect
Pf growth 48h – Primary qHTS for delayed death inhibitors of the malarial parasite plastid, 48 hour incubation; P. falciparum luciferase growth in erythrocytes, 48 h; AID 504832, 2011; hit rate 5.9% among 310,000; Potency, µM (titrated, usually from 28.7 µM), inactives show top-dose activity change, negative = inhibition, actives largely listed as inhibitors; note: potency is the fitted concentration of half-maximal effect; % is set by controls: 0 for no effect and ±100 for the full control effect
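Growth was read as firefly luciferase luminescence after a 48 h, 37 C, 5% CO2 exposure of compounds to reporter-bearing P. falciparum cultures (0.1% parasitemia, 2% hematocrit final) in Albumax-supplemented RPMI 1640.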
Pf growth 96h – Primary qHTS for delayed death inhibitors of the malarial parasite plastid, 96 hour incubation. P. falciparum luciferase reporter growth, 96 h. Potency, µM (top dose mostly 28.7 µM), for inactives: at the top dose activity change, negative = inhibition, most hits filed as inhibitors. hit rate 6.9% among 320,000. AID 504834, 2011; note: potency is the fitted concentration of half-maximal effect; % is set by controls: 0 for no effect and ±100 for the full control effect
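P. falciparum expressing integrated firefly luciferase grown in erythrocytes (2% hematocrit, 0.05% parasitemia final) with compounds for 96 hours at 37 C, 5% CO2. Growth inhibition read as loss of luminescence after adding luciferase detection reagent.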
HCV inh – qHTS Assay for Inhibitors of Hepatitis C Virus (HCV); Huh7.5.1 HCVcc-Cre infection, luciferase reporter, 44 h; Potency, µM (top dose mostly 41.8 µM), without a hit: at the highest dose activity change, negative = inhibition, most hits filed as inhibitors; hit rate 3.4% among 340,000; note: potency is the fitted concentration of half-maximal effect; % is set by controls: 0 for no effect and ±100 for the full control effect
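Infectious HCVcc-Cre (~0.5 moi) was added to cells just after compound, with cells seeded 4 h earlier at 1,000 per well. Luciferase activity after 44 h culture reported infection; substrate was incubated 15 min at room temperature before reading.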
Shiga inhibitor – A qHTS for Small Molecule Inhibitors of Shiga Toxin; Vero cells, Shiga toxin protein synthesis inhibition reporter; inhibition, % at 38.7 µM; hit rate 9.2% among 290,000; in the data active = inhibition mostly above about 28%, no sharp cut-off; inactive = mostly below about 43%; note: 0% is about no effect
* marks the source's active call; other numbers are inactive results; ? = inconclusive; / = not tested or not shown; & = joins results of further samples; [ ] = remark or other dose. Unless noted, calls come from the whole dose curve; as a rule, active = well fitted curve in the direction sought with a large enough effect; inconclusive = small, poorly fitted or top-dose-only effect, or another doubt; inactive = no such curve, though single readings can be large; an effect the other way counts as inactive or inconclusive.

SMILES | Giardia FBPA inh | CHX counter | Pf growth 48h | Pf growth 96h | HCV inh | Shiga inhibitor
CC(C(=O)NCC1CCCCC1)N(C)CC(=O)Nc1ccc(N2CCOCC2)cc1 (configuration not stated) | 5% | 5 | -13% | -25% | -2% | 13
Cn1cnnc1SCc1ccc(F)c2ccccc12 | -1% | 6 | 22% | / | -10% | -4
COc1ccc(-c2noc3c2-c2nc(-c4c(F)cccc4F)sc2CC3)cc1 | -4% | -1 | 32%[activator] | 29% | 3.5µM* | -8
Fc1ccc(-c2csc(N3CCC(c4ccccc4)C3)n2)cc1 (configuration not stated) | -1% | 76* | 99%[activator] | 192%[activator] | 9% | 94*
CCOC(=O)N=S(=O)(Oc1ccc([N+](=O)[O-])cc1)c1ccc(Cl)cc1 (configuration not stated) | -14% | 0 | 11% | 15% | 16% | 15
CCC(CC)c1nnc(NC(=O)CS(=O)(=O)c2ccccc2)s1 | 18% | -4 | 5% | 3% | 12% | -10
Cc1cc(C2=NNC(=NC3CC3)SC2)c(C)n1-c1c(C)n(C)n(-c2ccccc2)c1=O | -8% | 1 | -2% | 1% | -10% | -9
CCc1cccc(OCCCN2C(=O)NC(C)(C)C2=O)c1 | 6% | 6 | / | 17% | -6% | -5
COC(=O)c1cccc(C23CC4(C2)[C@H](CN(Cc2ccc(C(F)(F)F)cc2)[C@@H]4c2ccccc2)C3c2ccc(C(F)(F)F)cc2)c1 (some centres not stated) | 3%&7% | -5 | 10µM* | ? | 1%[8.37 µM] | 14
Nc1c(N(Cc2ccco2)C(=O)COc2ccccc2)c(=O)[nH]c(=O)n1Cc1ccccc1 | / | / | 3% | 14% | 17% | /
CSCCC(NC(=O)c1occc1C)C(=O)O (configuration not stated) | 0% | -1 | 1% | 0% | 3% | -5
CS(=O)(=O)Nc1ccc(C2=NN(S(C)(=O)=O)C(c3ccc4nccnc4c3)C2)cc1 (configuration not stated) | 2% | 15* | 2% | -1% | 10% | 26
Cc1ccc(S(=O)(=O)N2CCN(C(=O)c3ccnn3C)CC2)cc1C | / | -3 | 7% | 17% | 14% | -32
CN(C)c1ccc(-c2cc(C3C4C=CCCC4(C)C(=O)N3Cc3ccccc3)ccc2F)cc1 (configuration not stated) | 0% | 5 | / | / | / | 41
O=[N+]([O-])c1ccc2c(c1)nnn2-c1ccccc1 | -19% | -2 | 47%[activator] | ? | -6% | 22
CN1CCN(NC(=O)c2cccc(Br)c2)CC1 | 2% | -3 | -1% | -1% | 16% | -2
CC1CCCC(C)N1C(=O)COc1ccccc1F (configuration not stated) | -1% | 1 | -4% | -23% | -2% | 42
COc1ccc(N=C2C(=Nc3ccc(OC)cc3)N(c3ccc(OC)cc3)C(=S)N2c2ccccc2)cc1 | 0% | 60* | 28% | / | ? | 70*
COc1ccc(NC(=O)c2ccc(=O)oc2)cc1 | 7% | 2 | 135%[activator] | ? | 17% | 13
COc1ccc(CC2(CO)CCN(Cc3ccncc3)CC2)cc1 | 0% | -2 | -20% | ? | -9% | -3
Cn1nc(CSc2ccccc2)c(C=O)c1Cl | 0% | 41* | 19% | 29% | 19% | 56
CN(C(=O)CSc1ccncc1)C1CCCN(Cc2ccccc2F)C1 (configuration not stated) | 5% | -5 | 8% | 12% | -2% | -12
c1cc2c3c(cccc3c1)NC1(CCC3(CC1)Nc1cccc4cccc(c14)N3)N2 | -16% | -2 | 9.3µM* | 6.6µM* | ? | 3
COc1ccc(CCNC(=O)C2CCN(S(=O)(=O)c3cccc4nonc34)CC2)cc1OC | -3% | 1 | -12% | 8.3µM* | -16% | -17
Cc1cc(C)n(CCNC(=O)C2CCC(=O)N(Cc3ccc(Cl)cc3)C2)n1 (configuration not stated) | 8% | 6 | 15% | -22% | 7% | -11
NC1=NC(=Nc2cccc(S(N)(=O)=O)c2)c2ccccc21 | -5% | 8 | 25% | 40%[activator] | 2% | -18
CCOc1ccc(NC(=S)N(CCOC)C2CCN(C(C)C)CC2)cc1 | 6% | -1 | 10% | ? | ? | -6
COC(=O)\C(C(C)=O)=C(/C=C/C=C/N(C)C)N(C)C | -26% | -1 | 19% | / | 4% | -9
CCN(CC)CCNC(=O)Cn1c(C)cc2ccccc2c1=O | 0% | -4 | 11% | / | 5% | -11
CC1(C)C2CC=C(CN3CCC(O)CC3)C1C2 (configuration not stated) | -20% | 1 | 6% | 1% | 9% | 15
CC(=O)Nc1cccc(C(=O)OC(C)C(=O)N2CCc3ccccc32)c1 (configuration not stated) | / | / | -5% | 6% | ? | /
CN(C)c1nc(N(C)C)n(C(=O)c2cccs2)n1 | 0% | -5 | -10%[5.75 µM] | ? | ? | -3
O=C1c2ccccc2CCC1C(O)c1ccccn1 (configuration not stated) | -6% | 39* | 60%[activator] | -19% | 11% | 46
Cc1nc(N2CCN(C(=O)c3ccco3)CC2)c2c3c(sc2n1)CCCC3 | -2% | -1 | ? | ? | 2.8µM* | -3
Cc1cc(NC(=O)C2CC(=O)N(c3ccccc3C)C2)no1 (configuration not stated) | 14% | -3 | 16% | 12µM* | ? | -2
CCOC(=O)C1CCCC(NS(=O)(=O)c2ccc(NC(C)=O)cc2)C1 (configuration not stated) | 6% | 0 | -19% | / | 6% | -12
O=C(NC1CCCC1)C1CCCN1C(=O)Nc1ccccc1 (configuration not stated) | 1% | -4 | 6% | 1%[5.75 µM] | 13% | -13
Cc1cc2ncn(C3CC(=O)N(C)C3=O)c2cc1C (configuration not stated) | 2% | 2 | 5% | -2% | 19% | -6
O=C(Cn1c(NCCO)nc2ccccc21)c1ccc(Cl)cc1Cl | -12% | -1 | 13µM* | 27% | -8% | -9
Cn1c(CCNC(=O)c2ccccc2F)nnc1SCc1nc2ccccc2c(=O)[nH]1 | -5% | -2 | 7% | / | 1% | 1
N#CCN1C(=O)NC2(CCCc3sccc32)C1=O (configuration not stated) | -7% | -7 | 10% | 11% | 4% | 13
COC(=O)c1cc(-c2ccc(OC)cc2)on1 | 5% | -3 | 0% | ? | -6% | 12
CC(C)(C)c1ccc(-c2noc(C(=O)NN)n2)cc1 | -7% | 2 | -8% | 2% | 7% | 20
CCn1cc(CN2CCC(C(=O)Nc3cccc(-c4cscn4)c3)CC2)cn1 | 16% | 8 | ? | 4% | / | -9
Cn1c(=O)c2c(nc(CN3CCC(C(N)=O)CC3)n2Cc2c(Cl)cccc2Cl)n(C)c1=O | -6% | 4 | 12µM* | / | -14%&2% | -5
CC(=O)N1CCN(C(=O)COC(=O)COc2ccc(C#N)cc2)CC1 | / | / | -27% | 4% | 12% | /
COc1cccc(N2C(=O)CC(N3CCC(c4nc5ccccc5[nH]4)CC3)C2=O)c1 (configuration not stated) | 11% | 4 | 0% | 0% | -4% | 7
O=C(O)CC1SC(=O)N(Cc2ccccc2)C1=O (configuration not stated) | 15% | 1 | ? | ? | 25% | 32
Cc1noc(C)c1CSCC(=O)OCC(=O)Nc1sccc1C#N | -16% | -3 | / | 8% | 11% | -7
COc1ccc(/C=N/n2c(-c3n[nH]c4c3CCC4)n[nH]c2=S)cc1 | -6% | -3 | 2% | ? | 20% | -2

A different layout for part of the listing above:
Below each compound: Giardia FBPA inh	CHX counter	Pf growth 48h	Pf growth 96h	HCV inh	Shiga inhibitor
CCOC(=O)C1CCCC(NS(=O)(=O)c2ccc(NC(C)=O)cc2)C1 (configuration not stated)
    6%	0	-19%	/	6%	-12
O=C(NC1CCCC1)C1CCCN1C(=O)Nc1ccccc1 (configuration not stated)
    1%	-4	6%	1%[5.75 µM]	13%	-13
Cc1cc2ncn(C3CC(=O)N(C)C3=O)c2cc1C (configuration not stated)
    2%	2	5%	-2%	19%	-6
O=C(Cn1c(NCCO)nc2ccccc21)c1ccc(Cl)cc1Cl
    -12%	-1	13µM*	27%	-8%	-9
Cn1c(CCNC(=O)c2ccccc2F)nnc1SCc1nc2ccccc2c(=O)[nH]1
    -5%	-2	7%	/	1%	1
N#CCN1C(=O)NC2(CCCc3sccc32)C1=O (configuration not stated)
    -7%	-7	10%	11%	4%	13
COC(=O)c1cc(-c2ccc(OC)cc2)on1
    5%	-3	0%	?	-6%	12
CC(C)(C)c1ccc(-c2noc(C(=O)NN)n2)cc1
    -7%	2	-8%	2%	7%	20
CCn1cc(CN2CCC(C(=O)Nc3cccc(-c4cscn4)c3)CC2)cn1
    16%	8	?	4%	/	-9
Cn1c(=O)c2c(nc(CN3CCC(C(N)=O)CC3)n2Cc2c(Cl)cccc2Cl)n(C)c1=O
    -6%	4	12µM*	/	-14%&2%	-5
CC(=O)N1CCN(C(=O)COC(=O)COc2ccc(C#N)cc2)CC1
    /	/	-27%	4%	12%	/
COc1cccc(N2C(=O)CC(N3CCC(c4nc5ccccc5[nH]4)CC3)C2=O)c1 (configuration not stated)
    11%	4	0%	0%	-4%	7
O=C(O)CC1SC(=O)N(Cc2ccccc2)C1=O (configuration not stated)
    15%	1	?	?	25%	32
Cc1noc(C)c1CSCC(=O)OCC(=O)Nc1sccc1C#N
    -16%	-3	/	8%	11%	-7
COc1ccc(/C=N/n2c(-c3n[nH]c4c3CCC4)n[nH]c2=S)cc1
    -6%	-3	2%	?	20%	-2

Carrying on:
SMILES | Giardia FBPA inh | CHX counter | Pf growth 48h | Pf growth 96h | HCV inh | Shiga inhibitor
Cc1ccc(CNC(=O)C(OC(=O)c2cccs2)C(C)C)cc1 (configuration not stated) | 5% | -4 | 20% | 16% | 8% | 22
Brc1ccc(-c2cn3ccccc3n2)cc1 | -10% | 35* | 380%[activator] | -19% | -13% | 52*
Cc1nnc(SCc2c(Cl)cccc2Cl)n(N)c1=O | -1% | 3 | -6% | 1% | -9% | -19
O=C1CCCC(=O)C1=C1SCCS1 | 4% | -4 | 15% | -29% | 2% | -7
Cc1ccc(N/C=C/C(=O)c2sc(-c3ccccc3)nc2C)cc1 | 4% | -2 | 7% | 30%[activator] | -3% | 12
CN(C)c1ccc(C(=O)NCCCSc2ccccc2)cc1 | -3% | 9 | -1% | 9% | ? | 31
COc1cccc(-c2noc(-c3cccs3)n2)c1 | 4% | 39* | 328%[activator] | / | -20% | 54*
COc1cccc2cc(C(=O)Nc3ccc(F)cc3)c(=Nc3ccc(C(=O)O)cc3)oc12 | 6% | 51* | 4% | 13% | 12% | 76*
CCc1ccc(Nc2nc(C)cc(C)c2C(N)=O)cc1 | 4% | 1 | 0% | -7% | -8% | /
CCc1cccc(NC(=O)C2CCCN2C(=O)Nc2ccc(C)cc2)c1 (configuration not stated) | 4% | -3 | 39% | -4% | 6% | -6
COc1cccc(/C=C(/CC(=O)Nc2ccc(N3CCOCC3)cc2)c2nc3ccccc3s2)c1 | 3% | 50* | ? | -88% | ? | 90*
O=C(CCC1CCCCC1)Nc1nccs1 | 5% | 29* | 32%[activator] | 52%[activator] | 14% | 77*
CCc1ccc2nc(Nc3ncc(C(C)=O)c(C)n3)nc(C)c2c1 | 3% | 4 | 2% | 154%[activator] | -4% | 18
O=C1c2cccnc2C(=O)N1Cc1ccc(S(=O)(=O)N2CCN(c3ccccc3)CC2)cc1 | 5% | 6 | 33%[activator] | 31%[activator] | -8% | -6

Reformatted as a markdown table: 2 of the compounds above
| SMILES | Giardia FBPA inh | CHX counter | Pf growth 48h | Pf growth 96h | HCV inh | Shiga inhibitor |
| --- | --- | --- | --- | --- | --- | --- |
| O=C1c2cccnc2C(=O)N1Cc1ccc(S(=O)(=O)N2CCN(c3ccccc3)CC2)cc1 | 5% | 6 | 33%[activator] | 31%[activator] | -8% | -6 |
| CCc1ccc2nc(Nc3ncc(C(C)=O)c(C)n3)nc(C)c2c1 | 3% | 4 | 2% | 154%[activator] | -4% | 18 |

No enrichment for hits; any-hit rate near 24%.
